DAGLB inhibitor: blocks human DAGLB lipase activity; Q8NCG7; HEK293T DAGLB membrane lysate, EnzChek fluorogenic substrate; inhibition, % at 5.17 µM; 340,000 tested, 0.059% active; in the data active = inhibition above about 34%;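 note: 0% = enzyme with vehicle and 100% = wells lacking enzyme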
Target sequence (Q8NCG7 whole entry, looked up): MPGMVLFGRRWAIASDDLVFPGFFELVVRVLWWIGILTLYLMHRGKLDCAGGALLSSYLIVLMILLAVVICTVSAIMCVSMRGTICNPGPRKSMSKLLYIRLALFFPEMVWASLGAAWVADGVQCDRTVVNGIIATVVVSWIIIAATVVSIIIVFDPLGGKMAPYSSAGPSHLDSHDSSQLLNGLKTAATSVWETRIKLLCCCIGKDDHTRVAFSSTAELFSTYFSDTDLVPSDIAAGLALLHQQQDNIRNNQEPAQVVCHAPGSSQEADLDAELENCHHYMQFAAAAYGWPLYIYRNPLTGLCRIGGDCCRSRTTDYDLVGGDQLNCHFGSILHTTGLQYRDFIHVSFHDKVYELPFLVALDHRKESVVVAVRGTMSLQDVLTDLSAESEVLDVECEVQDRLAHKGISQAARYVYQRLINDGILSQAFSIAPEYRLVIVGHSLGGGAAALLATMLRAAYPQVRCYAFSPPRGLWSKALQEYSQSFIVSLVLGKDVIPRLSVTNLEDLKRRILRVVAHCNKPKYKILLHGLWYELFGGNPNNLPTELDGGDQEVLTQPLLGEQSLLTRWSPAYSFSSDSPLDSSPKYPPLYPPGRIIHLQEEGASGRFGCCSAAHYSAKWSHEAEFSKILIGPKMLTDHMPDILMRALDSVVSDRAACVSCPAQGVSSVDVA
Rtt109 Vps75: C. albicans Rtt109 histone acetyltransferase inhibition. purified Rtt109/Vps75, ThioGlo CoA-SH fluorescence, 4 h. inhibition, % at 34.9 µM. 330,000 tested, 0.16% active;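 active = inhibition of at least 50% in every replicate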
PfHsp90 yeast 2: growth inhibition of yeast expressing Plasmodium Hsp90; S. cerevisiae expressing PfHsp90, BacTiter-Glo ATP, 48 h; yeast lacking PDR1 and PDR3 efflux regulators; inhibition, % at 9.4 µM; 310,000 tested, 0.32% active;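 active = every replicate shows inhibition above about 80%, whatever the replicate mean, limit read from the data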;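 note: 0% = DMSO neutral controls and 100% = 20 µM radicicol positive controls; yeast relying on Plasmodium falciparum Hsp90 in place of its own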
Tat transport: inhibitors of E. coli Tat protein transport; inhibition, % at 10 µM; E. coli MC4100 TorA-mCherry Tat export, fluorescence; AID 488895; 340,000 tested, 0.036% active;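 active = mean replicate inhibition at least 50% and at least half of replicates individually reaching 50%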;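 note: exported cargo escapes ClpAP degradation while cytoplasmic cargo is degraded and loses fluorescence; 0% = median of neutral control wells and 100% = median of NaSCN control wells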
PvdQ inh: blocks Pseudomonas aeruginosa PvdQ acylase activity. AID 488965. inhibition, % at 10 µM. purified PvdQ acylase, fluorescence plate reader. 340,000 tested, 0.063% active; in the data active = inhibition above about 30%, passing the limit was not always enough;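 note: 0% = vehicle neutral wells and 100% = reference inhibitor wells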
CAL PDZ FP: blocks peptide binding to human CAL PDZ domain; inhibition, % at 20 µM; AID 504414; purified CAL PDZ, TMR-peptide fluorescence polarization, 1 h; 330,000 tested, 0.02% active;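 active = highest replicate inhibition of at least 40%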;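 note: plate controls were DMSO neutral control wells for no effect and unlabeled competitor peptide control wells for full effect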
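material = purified tagged CAL PDZ domain construct (CerCALP) | buffer or medium = sodium phosphate/NaCl buffer pH 7.4 with TCEP, IgG, Thesit | reagent = TMR-labelled reporter peptide T*-PRC34 bound in PDZ groove | incubation = 1 h room-temperature incubation prior to read | measured by = fluorescence polarization (mP) | evaluation = percent inhibition from loss of millipolarization | control set = unlabelled peptide and DMSO controls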
phage Ecoli inh: E. coli growth loss with phage present. growth absorbance. inhibition, % at 11.9 µM. 360,000 tested, 0.26% active; in the data active = inhibition above about 11%
Wnt act: activators of Wnt/beta-catenin signaling. Wnt/beta-catenin reporter cell assay, activator, plate reader. 300,000 tested, 1.2% active. AID 743398. activation, % at 9.35 µM; in the data active = activation above about 30%, passing the limit was not always enough;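 note: 0% = neutral control wells and 100% = positive control wells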
AddAB inh: less growth of phage-infected E. coli with AddAB | E. coli expressing H. pylori AddAB, absorbance growth | 330,000 tested, 0.29% active | inhibition, % at 11.9 µM; in the data active = inhibition above about 12%;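 note: 0% = vehicle wells of infected cells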
Ecoli viability: counter-screen for AddAB inhibitors: E. coli growth inhibition | E. coli V3065 growth, OD600 absorbance, 18 h | inhibition, % at 11.9 µM | 330,000 tested, 0.27% active;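 active = inhibition above the campaign's mean inhibition across all tested compounds plus 3 SD, cut at about 9.9% in these data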;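 note: uninfected addAB+ strain grown without phage in ampicillin broth; 0% = DMSO wells and 100% = ciprofloxacin 0.95 µg/ml wells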
* marks the source's active call; other numbers are inactive results; x = no result given; & = joins results of further samples. Some of the compounds tested, so the mix of outcomes need not match the whole.

1: Cc1oncc1C(=O)Nc1ccc(C(F)(F)F)cc1
2: COc1cc2c(c(OC)c1OC)-c1c(cc(OC)c(OC)c1OC)C[C@H](C)[C@H](C)C2
3: CN1CCN(CCCN2c3ccccc3Sc3ccc(S(=O)(=O)N(C)C)cc32)CC1
4: C[C@H]1c2cccc(O)c2C(O)=C2C(=O)C3(O)C(O)=C(C(N)=O)C(=O)[C@@H](N(C)C)[C@@H]3[C@@H](O)[C@@H]21 (stereo partly specified)
5: O=c1c(O[C@@H]2O[C@H](CO)C(O)C2O)c(-c2ccc(O)c(O)c2)oc2cc(O)cc(O)c12 (stereo partly specified)
6: COc1ccccc1OC(=O)Oc1ccccc1OC
7: C/C=C(/C)C(=O)O[C@@H]1c2cc3c(c4c2[C@@]2(CO4)C(=O)C(OC)=C(OC)C=C2C[C@@H](C)[C@H]1C)OCO3
8: CC(C)(C(=O)c1cccnc1)c1cccnc1
Assay by compound	1	2	3	4	5	6	7	8
DAGLB inhibitor	1	-5	2	1	1	-3	-8	5
Rtt109 Vps75	-3	2	-4	1	-1	7	1	-5
PfHsp90 yeast 2	2	30	2	-1	x	23	-10	6
Tat transport	-9	18	-2	152*	4	-3	3	0
PvdQ inh	-2	-13	-11	12	-9	-11	-7	-6
CAL PDZ FP	-1.4	0.3	1.2	0.8	-2.4	-0.7	1.4	-0.3
phage Ecoli inh	5.0	2.2	2.7	101*	x	1.8	0.3	1.0
Wnt act	-2	2	-1	10	x	-2	-3	-1
AddAB inh	3.6	0.6	-3.5	96*	2.0	x	1.3	-0.8
Ecoli viability	2.6	0.5	-1.5	97*	-1.2	x	0.0	0.8

9: C[C@H]1c2cccc(O)c2C(O)=C2C(=O)[C@]3(O)C(O)=C(C(N)=O)C(=O)[C@@H](N(C)C)[C@@H]3[C@@H](O)[C@@H]21
10: O=C(NCCN1CCOCC1)c1ccc(Cl)cc1
11: O=C1c2ccccc2C(=O)c2c(O)c(O)cc(O)c21
12: CCOC(=O)Nc1ccc2c(c1)N(C(=O)CCN1CCOCC1)c1ccccc1S2
13: C[C@]12CC[C@H]3C(=CCc4cc(O)ccc43)[C@@H]1CCC2=O
14: CCCc1cc(C(N)=S)ccn1
15: CC(=O)OCC(=O)C1(O)CCC2C3CCC4=CC(=O)C=CC4(C)C3(F)C(O)CC21C (stereo unspecified)
16: COc1cc(NC(=O)c2cc(C3CC3)on2)c(OC)cc1Cl
Assay by compound	9	10	11	12	13	14	15	16
DAGLB inhibitor	2	0	37*	-1&2	-2	3	-3	-14
Rtt109 Vps75	18	-16&-2	11	8&4	-3&1	6&-5	-1	5
PfHsp90 yeast 2	9	-27	-4	0&14	-3	2	-17	-6
Tat transport	147*	-3&9	-3	3&-5	-3&-2	-1&-4	7	7
PvdQ inh	3	9&-8	14	6&-12	-7&-6	3&-7	-18	18
CAL PDZ FP	-0.5	-0.6	1.3	-2.8&-1.4	-0.4	-0.4	-0.3	0.6
phage Ecoli inh	x	2.5	12*	0.1&1.9	4.5	3.5	2.7	-0.5
Wnt act	x	-6	0	3&-22	0	0	-5	-2
AddAB inh	98*	-2.1	11	-2.4	2.3	-4.1	x	98*
Ecoli viability	100*	-1.3	15*	0.4	-1.9	-2.7	x	77*

17: O=C1c2c(O)cccc2C(C2OC(CO)[C@@H](O)[C@H](O)[C@H]2O)c2cc(CO)cc(O)c21 (stereo partly specified)
18: Oc1cc2c(cc1O)C1c3ccc(O)c(O)c3OCC1(O)C2 (stereo unspecified)
19: COc1cc(C)nc(-n2nc(C)cc2OC)n1
20: CN(C)CCC[C@@]1(c2ccc(F)cc2)OCc2cc(C#N)ccc21
21: CCOC(=O)Nc1ccc(NCc2ccc(F)cc2)nc1N
22: O=C(c1ccccc1)c1ccc2n1CCC2C(=O)O (stereo unspecified)
23: Nc1ncnc(Nc2ccccc2)n1
24: CN1CCC(=C2c3ccccc3CC(=O)c3sccc32)CC1
Assay by compound	17	18	19	20	21	22	23	24
DAGLB inhibitor	1	-1	0	2	-7	2	0	3&2&2
Rtt109 Vps75	12	159*	14	4	-10	6	-1	0&-7&-3
PfHsp90 yeast 2	1	-1	18	11	8	-13	-2	-16&-6&6
Tat transport	-11	17	7	-4	-19	-10	2	-5&-3&-8
PvdQ inh	-8	10	19	-9	-9	6	-4	-6&-1&-14
CAL PDZ FP	-1.4	0.4	0.2	0.1	0.9	0.0	-0.2	-0.5&-0.6&-0.4
phage Ecoli inh	1.4	4.5	3.3	2.9	1.6	3.8	3.5	2.9&0.8&3.2
Wnt act	3	-7	1&-6	3	2	12	3	1&-1&-3&-3
AddAB inh	-0.6	12	-2.1	0.6	-0.6	-4.1	-1.4	-2.9&3.3
Ecoli viability	0.9	3.5	-1.1	-0.2	-0.2	-1.3	-2.3	-2.2&0.5

25: CCN(CC)S(=O)(=O)c1ccc(C(=O)O)cc1
26: CCCN(CCC)C(=O)C(CCC(=O)O)NC(=O)c1ccccc1 (stereo unspecified)
27: Cc1ccsc1/C=C/C1=NCCCN1C
28: CC[C@]12CCCN3CCc4c(n(c5ccccc45)[C@@](O)(C(=O)OC)C1)[C@@H]32
29: CN=C(N)NC(=O)Nc1c(C)cccc1C
30: COc1ccc(S(=O)(=O)Nc2nnc(CC(C)C)s2)cc1
31: O=C1CCc2cc(OCCCCc3nnnn3C3CCCCC3)ccc2N1
32: CCCCOC(=O)c1ccc(N)cc1
Assay by compound	25	26	27	28	29	30	31	32
DAGLB inhibitor	-1	-1	0&1&0	0	x	3	3	-2
Rtt109 Vps75	-3	-6	3&2&0	0	1	-3	5	0
PfHsp90 yeast 2	-22	-11	-19&15&5	7	-4	-12	3	7
Tat transport	-1	6	-2&3&11	8	-4	7	-12	4
PvdQ inh	-15	-12	-4&-4&-4	6	-9	-19	4	0
CAL PDZ FP	-0.9	0.3	-0.4&-0.5&-1.0	1.0	-0.6	x	0.3	-0.4
phage Ecoli inh	1.5	0.8	2.2&2.1&4.1	3.1	2.4	-0.8	3.0	5.0
Wnt act	-2	-3	-3&-1&-1	-1	9	x	1	1
AddAB inh	1.5	-1.9&-2.4	0.0&-3.5	3.0	0.4	-1.6	1.6	-0.6
Ecoli viability	0.3	0.8&1.5	1.6&-1.6	-0.3	0.4	-1.6	0.2	0.0

Laid out differently: entries from further up
The line under a structure holds: DAGLB inhibitor, Rtt109 Vps75, PfHsp90 yeast 2, Tat transport, PvdQ inh, CAL PDZ FP, phage Ecoli inh, Wnt act, AddAB inh, Ecoli viability
29	CN=C(N)NC(=O)Nc1c(C)cccc1C
    x, 1, -4, -4, -9, -0.6, 2.4, 9, 0.4, 0.4
30	COc1ccc(S(=O)(=O)Nc2nnc(CC(C)C)s2)cc1
    3, -3, -12, 7, -19, x, -0.8, x, -1.6, -1.6
31	O=C1CCc2cc(OCCCCc3nnnn3C3CCCCC3)ccc2N1
    3, 5, 3, -12, 4, 0.3, 3.0, 1, 1.6, 0.2

Remaining list, next part.
33: CCC(Cc1c(I)cc(I)c(N)c1I)C(=O)O (stereo unspecified)
34: CCN(CC)CCOC(=O)C(c1ccccc1)c1ccccc1
35: CC1(C)Oc2ccc(C#N)cc2[C@@H](N2CCCC2=O)[C@@H]1O
36: COc1c(O)cc2c(c1O)[C@@H]1O[C@H](CO)[C@@H](O)[C@H](O)[C@H]1OC2=O
37: O=C(O)CCCCCCCC(=O)O
38: CN1CCN(c2c(F)cc3c(=O)c(C(=O)O)cn4c3c2SCC4)CC1
39: COc1cc(C(=O)NCCCCCC(=O)O)cc(OC)c1OC
40: CN(C)CCOC(=O)C(c1ccccc1)C1(O)CCCC1 (stereo unspecified)
Assay by compound	33	34	35	36	37	38	39	40
DAGLB inhibitor	6	1	4	1	1	1	2	-2
Rtt109 Vps75	-6	3	7	-3	3	2	-5&-4	-4
PfHsp90 yeast 2	-11	-17	8	11	6	-4	5	-4
Tat transport	23	-3	1	-17	0	43	-2&0	0
PvdQ inh	-17	-4	-25	1	-6	-1	10&-7	-3
CAL PDZ FP	-1.0	-0.2	0.0	1.2	0.1	0.2	-1.1	-0.5
phage Ecoli inh	3.3	1.5	2.9	-1.2	4.9	98*	3.3	5.5
Wnt act	-1	-4	0	0	-1	x	-2	-5
AddAB inh	0.9	-21	-3.8	-1.4	1.9	98*	3.3	-2.9
Ecoli viability	0.3	-0.5	-0.8	0.2	-0.5	98*	1.7	0.9

41: CC(=O)N(CC(O)CO)c1c(I)c(C(=O)NCC(O)CO)c(I)c(C(=O)NCC(O)CO)c1I (stereo unspecified)
42: CCC12CCCN3CCc4c(n(c5ccccc45)C(O)(C(=O)OC)C1)C32 (stereo unspecified)
43: Nc1cc(=O)[nH]c(N)n1
44: COc1ccc(Sc2ccc(NC(=O)c3ccccc3Cl)cc2C#N)cc1
45: CC1CCc2c(N3CCC(O)CC3)c(F)cc3c(=O)c(C(=O)O)cn1c23 (stereo unspecified)
46: OCC(O)CN1CCN(c2ccccc2)CC1 (stereo unspecified)
47: C#C[C@]1(O)CC[C@H]2[C@@H]3CCC4=CC(=O)CC[C@@H]4[C@H]3CC[C@@]21CC
48: CCOc1ccc(NC(=S)N2CCC(C(O)(c3ccccc3)c3ccccc3)CC2)cc1
Assay by compound	41	42	43	44	45	46	47	48
DAGLB inhibitor	1	-1	-1	-5	1	1	1&1	-3
Rtt109 Vps75	-10	-18	-15	-2	1	-1	-1&9	2
PfHsp90 yeast 2	-6	-22	-6	17	-1	19	-5&-10	3
Tat transport	0	-1	-5	-3	60*	1	0&-6	4
PvdQ inh	8	-16	-10	-4	10	-7	-6&9	-1
CAL PDZ FP	-0.4	-2.2	-0.4	-0.2	-0.8	-0.4	0.2&0.4	-0.7
phage Ecoli inh	2.1	1.4	4.5	-3.6	103*	5.5	1.8&3.3	2.7
Wnt act	-1	-1	0	-2	-4	-2	-1&-1	0
AddAB inh	-2.6	-1.2	-1.4	2.7	101*	-0.1	-4.0&0.6	5.0
Ecoli viability	-1.2	-2.2	0.4	1.8	102*	-2.9	-0.8&0.3	0.9

Assay outcomes deposited in PubChem BioAssay by several laboratories.
